IDE cell inh: inhibits human insulin-degrading enzyme in HEK cells. FAbetaB cleavage, fluorescence polarization. inhibition, % at 5.59 µM. 320,000 tested, 0.41% active;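 active = percent inhibition above the average of all tested compounds plus 3 SD, set per screening campaign, cut at about 16% in these data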;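 note: IDE supplied by intact live HEK cells; FP after avidin binding of uncleaved biotin substrate so inhibition keeps polarization high; 0% = DMSO wells and 100% = 60 µM reference IDE inhibitor Ii1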
IDE cell activ: boosts human insulin-degrading enzyme activity in HEK cells; P14735; FAbeta-B cleavage, fluorescence polarization; 0% vehicle, 100% cell-free pure enzyme wells; activation, % at 5.96 µM; 340,000 tested, 0.073% active;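 active = activation above the mean of all tested compounds plus 3 SD, set per screening campaign, cut at about 17% in these data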
GPR7 antagonist: blocks human GPR7 receptor signaling; GPR7-expressing cells, fluorescence antagonist assay; inhibition, % at 4.4 µM; 290,000 tested, 1.1% active; AID 1861; in the data active = inhibition above about 16%, passing the limit was not always enough;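 note: cells stimulated with the agonist NPW; 0% = agonist with vehicle and 100% = vehicle without agonist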
NALP1 yeast inh: blocks the NALP1 inflammasome reconstituted in yeast | inhibition, % at 10 µM | S. cerevisiae NALP1/ASC/caspase-1 growth, X-gal OD620, 72 h | 280,000 tested, 0.61% active; in the data active = inhibition mostly above about 24%, no sharp cut-off; inactive = mostly below about 32%; note: some compounds called inactive have numbers as strong as hits
IMP-1 inh: blocks Pseudomonas aeruginosa IMP-1 metallo-beta-lactamase | purified IMP-1, nitrocefin hydrolysis, epi-absorbance fluorescence | inhibition, % at 5.6 µM | 290,000 tested, 0.45% active | AID 1556;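 active = inhibition above the mean plus 3 SD of all compounds in the same screening run, cut at about 4.5% in these data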;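 note: 0% = IMP-1 with DMSO and 100% = DMSO wells lacking enzyme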
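System: purified recombinant IMP-1 beta-lactamase. Medium: Zinc- and detergent-supplemented HEPES buffer, pH 7.1. Compound: one 5.6 µM dose […]. Schedule: 15 min preincubation plus 25 min reaction at 25 °C. Technique: Epi-absorbance fluorescence, 480 nm excitation, 530 nm emission.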
PHOSPHO1 block: PHOSPHO1 (human) inhibition | 290,000 tested, 1.1% active | inhibition, % at 13.3 µM | recombinant PHOSPHO1, absorbance phosphatase assay | Q8TCT1 | AID 1565; in the data active = inhibition above about 60%
M18AAP inhibitor: blocks P. falciparum M18 aspartyl aminopeptidase. recombinant PfM18AAP, H-Glu-NHMec fluorogenic cleavage. inhibition, % at 7.35 µM. 290,000 tested, 1.2% active. AID 1822;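 active = inhibition above the campaign mean inhibition over all tested compounds plus 3 SD, cut at about 28% in these data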;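 note: 0% = plate median of test compound wells and 100% = 2 mM ZnCl2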
VIM-2 inh: blocks Pseudomonas aeruginosa VIM-2 metallo-beta-lactamase; inhibition, % at 5.6 µM; 290,000 tested, 0.89% active; purified VIM-2, nitrocefin hydrolysis, epi-absorbance fluorescence;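 active = inhibition above the mean of all tested compounds plus 3 SD, cutoff set per screening run, cut at about 7.5% in these data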;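 note: red hydrolysis product quenches plate fluorescence so inhibitors raise well fluorescence; 0% = enzyme with DMSO and 100% = DMSO without enzyme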
p-CIP stab down: p/CIP protein destabilization | Q05BA5 | F442A p/CIP-EGFP cells, EGFP fluorescence, 16 h | decrease of EGFP signal, % at 10 µM | 290,000 tested, 0.01% active | AID 1984;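 active = EGFP signal decrease of at least 30% at 10 µM or well 3 SD below plate mean, unless failing retest; inactive = the rest, including hits failing retest or dose response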; note: some compounds called inactive have numbers as strong as hits; many of its hits are not listed in these tables
Target sequence (Q05BA5 1-1403): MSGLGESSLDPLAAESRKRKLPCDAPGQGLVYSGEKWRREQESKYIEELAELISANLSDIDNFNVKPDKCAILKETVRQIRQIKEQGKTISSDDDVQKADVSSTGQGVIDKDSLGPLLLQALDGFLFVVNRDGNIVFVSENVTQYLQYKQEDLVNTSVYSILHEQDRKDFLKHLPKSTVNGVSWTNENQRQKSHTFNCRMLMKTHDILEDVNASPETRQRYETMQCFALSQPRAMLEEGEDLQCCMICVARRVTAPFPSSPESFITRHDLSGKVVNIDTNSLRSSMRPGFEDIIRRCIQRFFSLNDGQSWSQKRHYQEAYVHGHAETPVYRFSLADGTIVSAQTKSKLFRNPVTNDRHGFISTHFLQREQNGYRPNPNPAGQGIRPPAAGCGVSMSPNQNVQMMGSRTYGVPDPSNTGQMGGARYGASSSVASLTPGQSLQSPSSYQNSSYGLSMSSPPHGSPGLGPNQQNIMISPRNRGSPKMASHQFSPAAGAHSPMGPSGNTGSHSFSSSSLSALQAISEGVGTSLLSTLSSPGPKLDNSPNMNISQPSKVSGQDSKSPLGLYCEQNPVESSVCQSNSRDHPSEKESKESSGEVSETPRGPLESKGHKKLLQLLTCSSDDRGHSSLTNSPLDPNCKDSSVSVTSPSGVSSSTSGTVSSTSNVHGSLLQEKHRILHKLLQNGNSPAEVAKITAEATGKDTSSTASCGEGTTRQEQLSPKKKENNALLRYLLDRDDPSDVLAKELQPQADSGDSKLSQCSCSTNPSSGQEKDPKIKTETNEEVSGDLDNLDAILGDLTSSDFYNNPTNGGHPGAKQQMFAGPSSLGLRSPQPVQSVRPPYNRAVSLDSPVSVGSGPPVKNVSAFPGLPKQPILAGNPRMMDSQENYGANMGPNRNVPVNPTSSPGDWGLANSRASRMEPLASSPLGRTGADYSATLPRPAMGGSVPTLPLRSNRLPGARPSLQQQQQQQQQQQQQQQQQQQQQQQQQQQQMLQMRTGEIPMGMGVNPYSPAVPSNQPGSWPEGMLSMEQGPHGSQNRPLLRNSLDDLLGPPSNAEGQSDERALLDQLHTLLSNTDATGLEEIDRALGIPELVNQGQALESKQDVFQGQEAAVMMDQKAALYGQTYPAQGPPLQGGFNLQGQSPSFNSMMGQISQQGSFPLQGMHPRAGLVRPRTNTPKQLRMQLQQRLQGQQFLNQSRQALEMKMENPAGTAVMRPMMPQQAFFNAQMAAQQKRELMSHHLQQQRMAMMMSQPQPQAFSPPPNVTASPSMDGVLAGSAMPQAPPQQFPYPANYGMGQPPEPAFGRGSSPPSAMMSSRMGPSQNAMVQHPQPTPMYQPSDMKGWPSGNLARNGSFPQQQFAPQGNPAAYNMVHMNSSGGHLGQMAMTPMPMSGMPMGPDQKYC
Numbers without * were called inactive; . = not tested or not shown.

SMILES	IDE cell inh	IDE cell activ	GPR7 antagonist	NALP1 yeast inh	IMP-1 inh	PHOSPHO1 block	M18AAP inhibitor	VIM-2 inh	p-CIP stab down
CCCCc1cc(C(=O)Cc2ccccn2)c(O)cc1O	-3	0	-15	15	-0.3	7	-9	0.3	-10
CS(=O)(=O)Cc1ccc(C(=O)NC(c2ccccc2)c2ccccc2)cc1	-2	3	1	18	-2.2	32	-16	-1.4	4
CC(C)OC(=O)CC12CN3CC(CC(=O)OC(C)C)(CN(C1)C(=O)c1ccccc1C3=O)C2=O	5	2	-13	-8	-3.6	-4	-1	-1.0	3
CCCOC(=O)C1=C(C)N(C)C(=O)NC1c1cc2c(cc1Br)OCO2 (stereo not drawn)	12	3	-5	11	-3.9	.	-7	-1.3	-4
CCCCN1C(=S)SC(C)(C)C1/[N+]([O-])=C/c1cccnc1 (stereo not drawn)	1	2	-9	-4	-2.9	16	-8	0.2	-8
CCOC(=O)CSc1nnc(CCc2nc3ccccc3[nH]2)n1C	-2	2	-7	-1	-1.6	-3	-4	-2.3	0
CCCn1c(=O)c(C(=O)Nc2cccc(C)c2)c(O)c2ccccc21	.	3	-22	6	-3.8	19	-17	-1.5	-2
CC(C)(C(=O)N[C@H](CO)c1ccccc1)C(=O)N[C@H](CO)c1ccccc1	-1	4	2	25	1.2	-19	-22	1.7	-11
Clc1cccc(-c2nnc3n2CCCCC3)c1	7	-6	-1	11	-3.3	-13	-5	-1.9	-6
COc1ccccc1OCCCOc1c(Cl)cc(C)cc1Cl	2	3	-11	30	-3.2	-9	-2	-3.9	-7
CCC(c1nnnn1Cc1ccco1)N(Cc1ccccc1OC)Cc1cc2cc(C)ccc2[nH]c1=O (stereo not drawn)	1	4	-1	-17	-0.3	18	7	-1.6	0
CC1(C)CC2CC(C)(CN2/C=N/c2sc3c(c2C#N)CC(C)(C)NC3(C)C)C1 (stereo not drawn)	2	.	3	13	-2.5	-1	9	-3.0	-12
CN(C)c1ccc(C(=O)N2CC(=O)N(CCc3ccccc3)C(=O)C2)cc1	-4	0	-7	7	-3.2	3	1	1.6	-1
Cc1n[nH]c(=O)n1-c1ccc(Oc2ccccc2)cc1	3	-2	1	3	-2.5	28	1	0.4	-7
COc1cc(NC(=O)COC(=O)c2cnccn2)c(C)cc1[N+](=O)[O-]	3	-3	8	6	-0.4	10	-5	-0.3	16
CNC(=O)c1nnc(Cc2ccc(Cl)cc2)o1	5	5	-2	-9	-0.8	-1	2	0.2	-24
COc1ccc(-n2c(SCC(=O)Nc3ccccc3)nnc2-c2ccc(NS(=O)(=O)c3ccc(C)cc3)cc2)cc1	2	-6	-8	0	-2.0	27	3	-3.1	-12
Cc1ccc(C)c(-c2cc(C(=O)N/N=C/c3cccnc3)c3ccccc3n2)c1	-2	-2	-3	6	-1.7	28	8	-2.8	-7
CCOC(=O)c1c[nH]c2ccc3ccccc3c2c1=O	1	3	-4	0	-2.5	39	4	3.0	10
Cc1ccc(-n2c(COc3cccc(C)c3)n[nH]c2=S)cc1	-5	-3	4	3	0.6	2	8	-4.0	-10
CCN(CC)S(=O)(=O)c1cccc(-c2nnc(SCCCC(=O)c3ccc(F)cc3)o2)c1	-6	4	5	-7	-1.9	-1	1	-0.2	0
COCCN(CCOC)Cc1c(C)[nH]c2c(C)c(C)ccc2c1=O	11	-1	-5	9	-3.5	9	-8	-2.0	-12
CN(C)c1ccc(CNC(=O)CCS(=O)(=O)c2ccc3c(c2)n(C)c(=O)c(=O)n3C)cc1	1	-3	-15	8	2.2	18	16	-1.8	5
c1ccc(NC2=NCCN2CC2CCCC2)cc1	3	1	-3	4	-4.7	10	-8	-5.0	11

Some of the entries above, reformatted:
| compound | IDE cell inh | IDE cell activ | GPR7 antagonist | NALP1 yeast inh | IMP-1 inh | PHOSPHO1 block | M18AAP inhibitor | VIM-2 inh | p-CIP stab down |
| --- | --- | --- | --- | --- | --- | --- | --- | --- | --- |
| CCCCc1cc(C(=O)Cc2ccccn2)c(O)cc1O | -3 | 0 | -15 | 15 | -0.3 | 7 | -9 | 0.3 | -10 |
| CS(=O)(=O)Cc1ccc(C(=O)NC(c2ccccc2)c2ccccc2)cc1 | -2 | 3 | 1 | 18 | -2.2 | 32 | -16 | -1.4 | 4 |
| CC(C)OC(=O)CC12CN3CC(CC(=O)OC(C)C)(CN(C1)C(=O)c1ccccc1C3=O)C2=O | 5 | 2 | -13 | -8 | -3.6 | -4 | -1 | -1.0 | 3 |
| CCCOC(=O)C1=C(C)N(C)C(=O)NC1c1cc2c(cc1Br)OCO2 (stereo not drawn) | 12 | 3 | -5 | 11 | -3.9 | . | -7 | -1.3 | -4 |
| CCCCN1C(=S)SC(C)(C)C1/[N+]([O-])=C/c1cccnc1 (stereo not drawn) | 1 | 2 | -9 | -4 | -2.9 | 16 | -8 | 0.2 | -8 |

Only IMP-1 inh and M18AAP inhibitor (four entries from above):
SMILES	IMP-1 inh	M18AAP inhibitor
Cc1ccc(-n2c(COc3cccc(C)c3)n[nH]c2=S)cc1	0.6	8
COc1ccc(-n2c(SCC(=O)Nc3ccccc3)nnc2-c2ccc(NS(=O)(=O)c3ccc(C)cc3)cc2)cc1	-2.0	3
COCCN(CCOC)Cc1c(C)[nH]c2c(C)c(C)ccc2c1=O	-3.5	-8
COc1cc(NC(=O)COC(=O)c2cnccn2)c(C)cc1[N+](=O)[O-]	-0.4	-5

The main list resumes, starting 4 compounds before the break.
SMILES	IDE cell inh	IDE cell activ	GPR7 antagonist	NALP1 yeast inh	IMP-1 inh	PHOSPHO1 block	M18AAP inhibitor	VIM-2 inh	p-CIP stab down
CCN(CC)S(=O)(=O)c1cccc(-c2nnc(SCCCC(=O)c3ccc(F)cc3)o2)c1	-6	4	5	-7	-1.9	-1	1	-0.2	0
COCCN(CCOC)Cc1c(C)[nH]c2c(C)c(C)ccc2c1=O	11	-1	-5	9	-3.5	9	-8	-2.0	-12
CN(C)c1ccc(CNC(=O)CCS(=O)(=O)c2ccc3c(c2)n(C)c(=O)c(=O)n3C)cc1	1	-3	-15	8	2.2	18	16	-1.8	5
c1ccc(NC2=NCCN2CC2CCCC2)cc1	3	1	-3	4	-4.7	10	-8	-5.0	11
CCN(CC)S(=O)(=O)c1ccc2[nH]cc(C(=O)NC3CC3)c(=O)c2c1	-5	3	6	2	-3.6	-9	-6	-2.4	-12
CCn1c(NCc2ccc(OC)cc2)nc2ccccc21	-6	-1	-11	0	-0.4	.	2	-0.8	-1
N#Cc1ccc(NC(=O)CSc2cn[nH]n2)cc1	6	-4	-1	30	-0.1	23	4	2.8	-4
O=C(NN1C(=O)c2ccccc2C1=O)c1ccncc1	3	5	-9	3	-2.8	20	5	-1.0	-1
CC(=O)N1CCC2(CC1)CC(=O)c1cc(OCC(=O)N3CCCC3)ccc1O2	-4	6	-10	-6	-2.0	-5	2	-2.6	2
O=C(CCC(=O)N/N=C/c1c[nH]c2ccccc12)NCc1ccccc1	5	2	0	24	-1.6	23	-1	-5.9	-14
O=C(Nc1nc2nc(-c3ccccc3)cc(-c3ccccc3)n2n1)c1ccco1	7	-2	-14	40	-5.2	-26	-4	1.0	39
CCn1c(=O)cc(SCC(=O)Nc2ccc(OC)c(OC)c2)c2ccccc21	0	-3	2	-1	2.0	-3	1	0.3	-8
Cc1ccc(/C=N/NC(=O)c2ccccc2OCc2cccc(Br)c2)o1	-7	.	2	3	-1.9	-51	2	-0.3	-9
Cc1ccc(CNC(=O)CCn2ccc3cc(S(=O)(=O)N4CCCC4)ccc32)cc1	5	-1	5	-5	-4.6	34	-4	-3.3	2
CCC(NC(=O)c1cccc(Cn2cc([N+](=O)[O-])cn2)c1)c1ccc(C(C)C)cc1 (stereo not drawn)	2	10	-1	34	-3.6	19	0	-3.3	-9
O=C(NC1=NCCS1)c1cccc(NC(=O)c2ccco2)c1	1	7	-3	-8	-1.6	14	1	-1.5	-6
COc1ccc(OC)c(S(=O)(=O)Nc2c(F)cccc2F)c1	0	4	0	10	-2.4	-13	-6	-3.9	-3
O=C(CNS(=O)(=O)c1ccccc1)N1CCCC1	0	7	-10	15	-2.5	-20	-9	-1.5	1
CC1CN(c2cc(=O)n(-c3ccc(Cl)cc3)c(=O)[nH]2)CC(C)O1 (stereo not drawn)	.	9	-12	11	-2.7	43	2	-2.3	-1
O=c1[nH]c(-c2ccccc2Cl)nc2c1sc(=S)n2-c1ccccc1	.	3	0	7	-3.4	7	-11	-0.1	-9
C/C=C/COc1nc2c(c(=O)n(C)c(=O)n2C)n1C	6	0	2	-85	-2.2	6	2	-2.8	2
CCC(CO)n1c(SCc2cc(=O)oc3cc(C)ccc23)nc2ccccc2c1=O (stereo not drawn)	4	3	-8	3	-1.7	-11	-12	2.1	-13
CC(=O)OC(C(=O)NC1CCCCC1)c1ccc(Cl)c(Cl)c1 (stereo not drawn)	2	2	1	4	0.0	39	-1	-2.4	5
COc1cc(/C=N/NC(=O)c2cccc(NC(=O)c3ccccc3Cl)c2)ccc1O	4	1	-8	-11	-3.4	-13	4	-2.5	-14
NC(=O)c1ccc(NC(=O)COC(=O)CCCc2c[nH]c3ccccc23)cc1	4	1	-4	4	-2.3	4	-3	-0.2	5
O=C(CCC(=O)OCC(=O)c1ccc(F)cc1)NC1CCCCC1	5	3	-5	-7	1.1	22	2	-1.5	-5
N#Cc1c(N(CCO)CCO)nc(N)c2c(N)nc3c(c12)CC(=O)N3Cc1cccs1	2	0	-15	-6	-1.1	-10	11	-2.0	-8
O=S(=O)(c1ccccc1)c1nc(Nc2cccc(O)c2)sc1Cl	-2	0	-3	11	-3.6	-4	1	-1.4	-5
O=C(CCSCCc1ccccn1)Nc1ccc(Br)cn1	1	3	-4	14	-3.4	6	3	-0.7	-3
COc1cccc(NC(=O)CSc2nnc(Cn3c(=O)sc4ccccc43)n2C)c1	-4	1	-4	-51	-3.7	-10	4	0.8	-4
CC(C)CNC(=S)N1CCN(c2nc(-c3ccc(Cl)cc3)cs2)CC1	13	-17	-7	-18	-1.8	.	-1	-3.3	7
Cc1cc(C)c2sc(NNC(=O)C3COc4ccccc4O3)nc2c1 (stereo not drawn)	-2	1	0	33	-2.0	-11	15	-3.3	-3
COc1ccc(OC)c(NC(=O)c2ccc(NC(C)=O)cc2)c1	4	0	-3	17	-2.9	11	-5	-1.1	-5
CN(C(=O)CSc1nc(N)nn1-c1ccccc1)c1ccccc1	1	5	-5	-6	-2.2	-9	-3	-5.2	1
CCOC(=O)C(=O)Nc1ccccc1C(=O)NCc1ccccc1	0	4	-1	17	-2.6	48	3	-3.2	-2
Cn1c(=O)cc(OCC(=O)NCc2cccnc2)c2ccccc21	0	-1	-2	17	-2.8	11	5	2.3	0
O=c1c2ccc(Cl)cc2nc(-c2cccc(C(F)(F)F)c2)n1O	1	5	10	2	-0.3	17	-11	-1.5	-3

Screens: PubChem BioAssay, several laboratories
